Compound activity (PubChem BioAssay)
SIAE inh – human SIAE inhibition, primary screen; Q9HAT2; SIAE FP-Rh probe binding, fluorescence polarization; inhibition, % at 9.66 µM; 370,000 compounds, 0.69% hits; AID 1053197;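 active means inhibition above a cutoff: mean of compounds within the control limits plus 3 SD of those, cut at about 17% in these data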;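 further: 0% = plate median of compound wells and 100% = probe without SIAE protein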
Target sequence (Q9HAT2 whole entry, looked up): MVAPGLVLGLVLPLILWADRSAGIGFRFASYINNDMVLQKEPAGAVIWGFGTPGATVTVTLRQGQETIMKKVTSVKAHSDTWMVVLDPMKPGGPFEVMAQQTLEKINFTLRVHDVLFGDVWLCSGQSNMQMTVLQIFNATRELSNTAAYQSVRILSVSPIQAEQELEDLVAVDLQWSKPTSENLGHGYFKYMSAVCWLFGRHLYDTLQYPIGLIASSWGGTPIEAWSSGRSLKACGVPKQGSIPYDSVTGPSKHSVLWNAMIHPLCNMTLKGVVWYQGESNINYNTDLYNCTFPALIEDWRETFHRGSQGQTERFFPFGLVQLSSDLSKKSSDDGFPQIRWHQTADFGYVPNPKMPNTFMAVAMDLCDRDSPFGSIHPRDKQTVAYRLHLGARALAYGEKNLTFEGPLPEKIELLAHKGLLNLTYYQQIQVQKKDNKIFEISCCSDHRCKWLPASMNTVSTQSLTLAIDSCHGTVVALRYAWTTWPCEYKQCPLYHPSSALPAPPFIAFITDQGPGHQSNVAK
MBD2 inh – inhibitors of human MBD2 binding to methylated oligonucleotide; Q9UBB5; TR-FRET; inhibition, % at 4.4 µM; 370,000 compounds, 0.31% hits; AID 686964; in the data active means inhibition above about 13%
KLK7 zymogen act – activators of human kallikrein-7 zymogen; P49862; purified proKLK7, EDANS-DABCYL substrate fluorescence; 100% is mature enzyme control, 0% vehicle; activation, % at 7 µM; 370,000 compounds, 0.9% hits; AID 652039;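 active means activation above the mean of all tested compounds plus 3 SD, computed per campaign excluding outliers beyond control limits, cut at about 13% in these data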
Target sequence (P49862 whole entry, looked up): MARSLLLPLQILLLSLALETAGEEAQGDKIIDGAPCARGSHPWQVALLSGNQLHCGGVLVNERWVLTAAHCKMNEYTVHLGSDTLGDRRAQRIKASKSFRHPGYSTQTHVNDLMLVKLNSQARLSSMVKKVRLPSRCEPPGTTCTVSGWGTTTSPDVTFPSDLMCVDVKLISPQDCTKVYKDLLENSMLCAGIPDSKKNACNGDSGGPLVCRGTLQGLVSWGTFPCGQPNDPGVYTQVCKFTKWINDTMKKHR
DDE Tn7 FP inh – DD(E)-Tn7 binding inhibition, primary FP screen; P02675; FP displacement of FITC-Tn7 peptide from fibrin DD(E); 0% = median of compound wells per plate; inhibition, % at 8.3 µM; 370,000 compounds, 0.13% hits; AID 720508;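 active means inhibition above the mean of compounds falling within the control limits plus 3 SD of them, cut at about 14% in these data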;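 further: 0% = plate median of compound wells and 100% = 10 µM Aha-Tn7 peptide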
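Assay system: Human clot-derived fibrin DD(E) complex | Buffer or medium: Tris/NaCl/CaCl2 buffer, pH 7.8 | Repeats: One replicate per compound | Benchmarks: Aha-Tn7 high control | Measure: % inhibition scaled between sample-field median and high-control FP | Schedule: 10 min plus 3 h, room temperature | Signal: Fluorescence polarization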
LEDGF integ inh – blocks HIV-1 LEDGF/p75-dependent DNA integration | TR-FRET IN-LEDGF/p75 DNA integration, Eu/Cy5 | 370,000 compounds, 0.64% hits | inhibition, % at 3.7 µM | AID 743269;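 active means inhibition above the screen-wide mean plus 3 SD, cut at about 13% in these data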;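 further: signal is the Cy5 over europium emission ratio at 671 and 618 nm; 0% = plate median of compound wells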
PRMT1 inh – blocks human protein arginine methyltransferase 1. Q99873. 370,000 compounds, 1.3% hits. recombinant PRMT1, activity-based probe fluorescence polarization. inhibition, % at 2.79 µM;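 active means inhibition above about 21% made by adding two undisclosed values, limit read from the data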
Tn6 DDE FP – inhibitors of Tn6 peptide binding to human fibrin DD(E); Fibrin DD(E) TRITC-Tn6 fluorescence polarization displacement; inhibition, % at 8.3 µM; P02675; 370,000 compounds, 0.21% hits;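 active means inhibition above a per-campaign cutoff: mean of compounds within control limits plus 3 SD, cut at about 15% in these data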;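 further: 0% = median of all compound wells on the plate and 100% = blocking peptide control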
UHRF1 binding – UHRF1 methyl-DNA binding inhibition; Q96T88; UHRF1 binding to methylated oligo, TR-FRET; inhibition, % at 4.4 µM; 370,000 compounds, 0.75% hits; AID 687016; in the data active means inhibition above about 21%;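 further: UHRF1 SRA domain binding a hemimethylated CpG hairpin DNA probe; 0% = median of test compound wells and 100% = reference inhibitor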
TDP2 absorb – TDP2 (human) inhibition, absorbance primary screen; O95551; 370,000 compounds, 0.34% hits; recombinant TDP2, T5PNP hydrolysis, p-nitrophenol absorbance 415 nm; AID 720702; inhibition, % at 12.8 µM;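 active means inhibition above the mean of all tested compounds plus 3 SD, set per campaign, cut at about 25% in these data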;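 further: 0% = DMSO with enzyme and 100% = buffer with substrate but no TDP2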
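System: recombinant human TDP2 / Amount: 120 nM TDP2 per well / Also added: 5 mM T5PNP chromogenic substrate / Doses: 12.8 µM single point, 1% DMSO / Incubation: 2 h at 37 °C / Detection: p-Nitrophenol epi absorbance / Evaluation: % inhibition relative to enzyme-containing and enzyme-free wells / Repeats: singlicate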
TCR-CD3 inh – human TCR-CD3 binding inhibition; TAMRA-labeled TCR probe fluorescence, biochemical; 360,000 compounds, 0.37% hits; inhibition, % at 9.4 µM; AID 651800; in the data active means inhibition above about 19%;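 further: recombinant mutant TCR 2C K166C tagged with TAMRA read by polarization; 0% = receptor in buffer alone and 100% = receptor with positive control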
The depositor's hits bear a star; nt = not tested or not shown.

Values run as follows: SIAE inh | MBD2 inh | KLK7 zymogen act | DDE Tn7 FP inh | LEDGF integ inh | PRMT1 inh | Tn6 DDE FP | UHRF1 binding | TDP2 absorb | TCR-CD3 inh
O=c1c(-c2ccccc2)n[nH]c2ccccc12
    6 | 8 | 0.2 | -4 | 3 | -2 | -7 | 18 | -1 | -11
O=S(=O)(NC1CCSc2ccccc21)c1ccccc1 (stereo not given)
    -5 | 1 | 0.2 | 2 | -1 | -1 | 2 | -2 | 7 | 9
S=C1NCCOCCOCCNC(=S)N2CCOCCOCCN1CCOCCOCC2
    -3 | 4 | 0.0 | 7 | -9 | 0 | -6 | 2 | 3 | -2
COc1ccc(CNC(=O)COC(=O)C2=COCCO2)cc1
    1 | 8 | -0.7 | 0 | 2 | 0 | 5 | 4 | 0 | -6
CCc1ccccc1NC(=S)Nn1cnnc1
    -1 | -1 | 0.0 | -3 | 2 | -1 | -2 | 1 | -7 | -5
CC(C)CNC(=O)c1ccc(Cl)c(Cl)c1
    -3 | 1 | 0.4 | -3 | 1 | 2 | -5 | -2 | 7 | -1
CCN(CC)S(=O)(=O)c1ccc(N2CCCC2)c(C(=O)OCC(=O)N2CCCC2)c1
    -2 | -6 | 0.6 | 9 | -1 | -1 | -3 | -3 | 7 | 10
COc1cccc(Cn2cccc(NC(=O)NCc3ccccc3)c2=O)c1
    4 | 1 | 1.1 | -1 | -3 | 3 | 2 | 1 | -8 | -8
Cc1cccc(NC(=O)CN2CCN(CC(=O)Nc3ccc(-c4ccccc4)cc3)CC2)c1C
    -3 | -2 | 0.5 | 5 | 4 | 2 | -2 | 0 | -9 | 7
CC(C)N(c1nnc(N)s1)C(C)C
    1 | 0 | -0.3 | 4 | -1 | -3 | 9 | 0 | -4 | -2
O=C(N/C(=C/c1ccc(F)cc1)C(=O)N1CCOCC1)c1ccccc1
    -4 | -2 | 0.2 | 6 | 4 | -5 | -5 | 1 | -12 | 3
CN(C)CCN(Cc1ccccc1)C(c1ccnc2ccccc12)c1nnnn1-c1ccc2c(c1)OCCO2 (stereo not given)
    4 | 2 | 0.3 | 5 | -3 | -1 | -2 | 1 | -8 | 3
CC[C@@]1(C(=O)OC)N[C@H](CN(C)C(=O)c2ccc(C)cc2)[C@@H]2C(=O)N(Cc3ccccc3)C(=O)[C@@H]21
    -3 | -4 | -1.0 | -9 | 0 | 2 | -5 | -2 | -11 | 6
CCC1CN(S(=O)(=O)c2ccc3c(c2)NC(=O)CC(=O)N3)c2cc(Cl)ccc2O1 (stereo not given)
    -1 | -7 | 0.2 | 10 | 1 | 5 | 0 | 1 | -1 | -9
O=C1CCN(CCc2ccccc2)CCN1[C@H](CSc1ccc(Br)cc1)Cc1ccccc1
    -10 | -2 | 0.3 | 2 | -3 | 0 | -2 | -3 | -10 | 2
CCN(CC)S(=O)(=O)c1ccc(N2CCOCC2)c(NC(=O)CSCc2c(C)noc2C)c1
    3 | 2 | 0.5 | 0 | -3 | 3 | 8 | 0 | 3 | -7
N=C1/C(=C\c2ccc(SCc3ccccc3)o2)C(=O)N=C2SC(CC(=O)N3CCOCC3)=NN12
    -8 | -2 | -0.1 | 5 | -3 | 2 | -5 | 0 | 5 | -3
CCCCC(=O)NC(c1ccc([N+](=O)[O-])cc1)c1c(O)ccc2ccccc12 (stereo not given)
    -2 | 2 | 0.0 | -4 | -1 | 1 | -5 | -2 | 0 | 1
COCCN(C(=O)C1CC(=O)N(Cc2ccc(C)cc2)C1)c1c(N)n(CC(C)C)c(=O)[nH]c1=O (stereo not given)
    1 | -4 | 0.5 | -2 | 4 | 0 | 2 | -2 | 13 | 3
COc1cc(CNCCN(C)C)c(Br)cc1OC1CCCC1
    -1 | 1 | -0.1 | -3 | 1 | 1 | 3 | 1 | 3 | 1
O=C(CSc1nnc(-c2ccccc2F)o1)N1CCCC1
    0 | -3 | -0.4 | 2 | -2 | -2 | -4 | 0 | -3 | -6
O=C(CSc1n[nH]c(-c2ccccn2)n1)Nc1ccccc1F
    1 | 4 | -0.9 | 7 | -8 | -1 | 1 | 4 | -9 | -6
COc1cc(-c2cc(C(=O)Nc3ccc(S(=O)(=O)NCc4ccco4)cc3)c3ccccc3n2)cc(OC)c1OC
    -88 | 2 | -24 | -13 | -1 | -4 | -10 | -1 | 1 | 14
C/C(=N\NC(=O)CO/N=C(\C)c1cccs1)c1ccc(N)cc1
    0 | -5 | -0.2 | 2 | -4 | -3 | 2 | -1 | 2 | 2
Cc1cc(C(=O)COC(=O)c2cc(Cl)ccc2N)c(C)n1Cc1ccco1
    6 | 1 | 8.4 | 4 | 0 | 2 | 2 | 2 | -3 | 2
CN(c1ccccc1)S(=O)(=O)c1ccc(C(=O)Nc2nnc(C3CC3)o2)cc1
    -9 | 1 | -0.7 | -4 | -1 | 4 | -1 | 0 | 2 | -4
Cc1c(C(=O)O)cnc2c([N+](=O)[O-])cnn12
    8 | -2 | 0.0 | -5 | 3 | 0 | 3 | 13 | 2 | 0
O=C1/C(=C/c2ccncc2)SC(=S)N1Cc1ccccc1
    3 | -2 | 0.9 | -1 | -2 | 2 | 1 | -1 | 9 | -5
CCCOc1ccc(C(=O)Nc2c[nH]c(=O)[nH]c2=O)cc1
    -2 | -5 | 0.3 | 1 | -2 | 1 | -3 | -2 | 4 | -1
CCCCCCC(=O)NC1CCCCN(Cc2ccc(Cl)cc2)C1=O (stereo not given)
    -2 | -3 | -0.1 | -4 | -2 | -3 | 5 | 0 | -2 | nt

2 records drawn at random from the list so far:
Values run as follows: SIAE inh | MBD2 inh | KLK7 zymogen act | DDE Tn7 FP inh | LEDGF integ inh | PRMT1 inh | Tn6 DDE FP | UHRF1 binding | TDP2 absorb | TCR-CD3 inh
O=C(CSc1n[nH]c(-c2ccccn2)n1)Nc1ccccc1F
    1 | 4 | -0.9 | 7 | -8 | -1 | 1 | 4 | -9 | -6
O=S(=O)(NC1CCSc2ccccc21)c1ccccc1 (stereo not given)
    -5 | 1 | 0.2 | 2 | -1 | -1 | 2 | -2 | 7 | 9

Further results.
Values run as follows: SIAE inh | MBD2 inh | KLK7 zymogen act | DDE Tn7 FP inh | LEDGF integ inh | PRMT1 inh | Tn6 DDE FP | UHRF1 binding | TDP2 absorb | TCR-CD3 inh
O=C(N/N=C/c1ccc(F)cc1)c1c(O)c2ccccc2[nH]c1=O
    -2 | -4 | 0.0 | -5 | 1 | 2 | -1 | -1 | 8 | 14
COCCC(=O)N1CCC(n2nccc2NC(=O)CCc2ccccc2)CC1
    -1 | 0 | -0.4 | -1 | -2 | -5 | 0 | 1 | -6 | -5
COc1ccc(CC(=O)OCC(=O)c2ccc(F)cc2)cc1
    7 | 5 | -0.3 | 9 | 0 | -4 | -4 | -2 | 11 | 6
O=C(CSc1nc2ccccc2c(=O)n1NC(=O)Cc1ccccc1)NCc1ccccc1Cl
    -31 | 0 | -0.3 | 8 | -6 | -1 | 7 | 0 | -6 | 8
COC(=O)c1ccc(NC(=O)COc2ccc(S(=O)(=O)NC(C)C)cc2)cc1
    -3 | 2 | 0.0 | -8 | -3 | -3 | 0 | 0 | 0 | -3
COc1ccc(C(=O)COC(=O)CCN=C2NS(=O)(=O)c3ccccc32)cc1OC
    -6 | 3 | -5.4 | -4 | -5 | 6 | -4 | 1 | -2 | -1
CC(c1nnnn1C(C)(C)C)N(Cc1cccnc1)Cc1ccccc1Cl (stereo not given)
    14 | -1 | 0.0 | 0 | 4 | -1 | -3 | 2 | -5 | 0
CNc1cncc(-c2cccc(OC)c2F)n1
    1 | -2 | 37* | -1 | 0 | 0 | -1 | 2 | -6 | -1
CCN(CC)C(=O)n1cnc(-c2ccccc2)c1-c1ccccc1
    4 | -2 | 0.0 | -6 | 2 | -2 | 3 | 3 | 2 | 4
CCOC(=O)NC(=O)CSc1ccc(S(=O)(=O)N(C)C2CCCCC2)cn1
    11 | 8 | 0.7 | -6 | -3 | 6 | 1 | 1 | -3 | 0
COc1cccc(CN(C)CC2CCCN(CCc3ccccc3C)C2)c1 (stereo not given)
    2 | -1 | 0.1 | 0 | -3 | -6 | -2 | 1 | 7 | 1
O=C(Cc1ccccc1)Nc1ccccc1Oc1ccccc1
    3 | 5 | -0.1 | 0 | 0 | 0 | -5 | 1 | 3 | 4
O=C(CC1C(=O)NCCN1CCCc1ccccc1)NCCc1ccccc1F (stereo not given)
    7 | 0 | 1.3 | -2 | -1 | 5 | 2 | -1 | 10 | -1
CCCc1nc2c(sc3nc4c(cc32)COC(C)(C)C4)c(=O)n1CCN(C)C
    -2 | -3 | -0.4 | 0 | 1 | 0 | 12 | 0 | 1 | 4
CCc1nnc(NC(=O)C2(C)COC(c3ccccc3)OC2)s1 (stereo not given)
    -1 | 3 | -0.4 | -2 | -5 | 5 | 4 | 1 | -4 | -3
N#Cc1cc2[nH]c3ccccc3c2[n+](-c2ccc([N+](=O)[O-])cc2)c1N
    -4 | -5 | 0.5 | -3 | 5 | -1 | 0 | -6 | -18 | -1
CCOc1ccc(S(=O)(=O)NCCC(=O)Nc2nnc(C)s2)cc1
    -2 | -1 | -0.5 | -5 | -5 | 6 | 0 | -2 | 6 | -5
Cc1nn(-c2ccccc2)c(C)c1/C=N/NC(=O)c1cccs1
    4 | 6 | -0.4 | -6 | 1 | -1 | -3 | -2 | 2 | -11
CC(=O)OC(C)C[N+](C)(C)C (stereo not given)
    -3 | 0 | 0.4 | -1 | 0 | -3 | 4 | 0 | -8 | 10
COC(=O)c1sccc1NC(=O)CSCCc1ccccn1
    -1 | 2 | 0.1 | -1 | -1 | 0 | -2 | 3 | 7 | 5
COc1cccc(C2C(C#N)=C(N)Oc3cc(N)ccc32)c1OC (stereo not given)
    9 | 0 | 9.1 | -3 | 15* | 2 | -4 | -8 | 11 | 10
COc1ccc(S(=O)(=O)N2CCCCC2c2cc(C(=O)Nc3ccc4c(c3)OCO4)no2)cc1 (stereo not given)
    -9 | 0 | -0.3 | -1 | 1 | 2 | -5 | 2 | -5 | 2
COc1ccc(CNC(=O)COC(=O)c2[nH]c(C)c(C(C)=O)c2C)cc1OC
    -1 | 1 | -0.3 | 0 | 0 | 2 | 1 | -1 | 5 | 2
CC(NC(=O)c1ccccc1N)c1ccccc1 (stereo not given)
    -7 | -5 | 4.2 | -5 | 3 | 4 | -1 | 2 | -3 | -10
Clc1ccc2nc(N3CCNCC3)nc(-c3ccccc3)c2c1
    2 | 1 | 16* | 8 | 2 | 2 | 5 | 2 | 2 | -9
c1ccc(CNc2ncnc3nc[nH]c23)nc1
    -5 | 1 | -0.8 | -2 | 0 | 4 | 6 | 14 | -8 | 2
COc1cc(OC)cc(C(=O)NC(C(=O)N2CCC2)C(C)C)c1 (stereo not given)
    9 | -2 | -0.6 | 0 | -1 | -5 | -5 | -3 | 2 | 3
